Assay outcomes from PubChem.
NCI-60 one-dose screen, 48 h, at 10 µM unless noted. Numbers give growth in % (100 = growth as untreated, 0 = no growth, -100 = all killed).
MALME-3M – MALME-3M melanoma; hit rate 5.8% among 78,000; AID 1794766
T-47D – T-47D breast cancer; hit rate 5% among 79,000
HS 578T – HS 578T breast cancer; hit rate 4.1% among 78,000
UACC-257 – UACC-257 melanoma | AID 1794764 | hit rate 4.4% among 78,000
SK-MEL-28 – SK-MEL-28 melanoma | hit rate 4.1% among 81,000 | AID 1794761
SK-MEL-2 – SK-MEL-2 melanoma; AID 1794763; hit rate 4.7% among 77,000
LOX IMVI – LOX IMVI melanoma | hit rate 7.4% among 79,000
SK-MEL-5 – SK-MEL-5 melanoma; AID 1794755; hit rate 6.4% among 80,000
Numbers without * were called inactive; · = no result given; [ ] = dose if it differs, or a comment. How the source made its calls: active means growth percent below 10; inactive means the rest.

Sequence of screens: MALME-3M	T-47D	HS 578T	UACC-257	SK-MEL-28	SK-MEL-2	LOX IMVI	SK-MEL-5
1	O=C1C(c2ccc3ccccc3n2)=C(O)c2ccccc21
→ 79	20	84	80	92	100	56	47
2	NNC(=O)CCC(NC(=O)OCc1ccccc1)C(=O)NN (stereo not given)
→ 102	85	·	110	109	87	105	106
3	Cc1ccc(S(=O)(=O)OC2CCCCC2Br)cc1 (stereo not given)
→ 112	110	·	100	109	101	99	107
4	CCCCn1cnc2c(SCc3ccc([N+](=O)[O-])cc3)nc(N)nc21
→ 130	80	107	98	117	91	88	86
5	CCCCS(=O)(=O)Oc1ccc(-c2nc(C)c(C(=O)OCC)s2)cc1C=O
→ 75	81	64	96	90	97	28	·
6	COc1ccc(C2=CC(c3ccc(OC)cc3Br)N3C(C)=CSC3=N2)cc1 (stereo not given)
→ 97	84	101	102	105	81	90	102
7	Cc1c(-c2nnc(-c3ccc([N+](=O)[O-])cc3)o2)nnn1-c1ccc([N+](=O)[O-])cc1
→ 101	96	108	97	100	105	98	107
8	CC(=O)c1cc2ccc(OCC(=O)N3CCCCC3)cc2oc1=O
→ 105	87	104	107	103	85	100	109
9	CCOC(=O)c1nc(Nc2ccc(NC(=O)Nc3ccccc3)cc2)c2ccccc2n1
→ 92	101	86	104	104	99	93	103
10	N#Cc1cc2c(C(=O)c3cccs3)cn(O)c2cc1C#N
→ 108	·	98	97	122	97	95	97
11	O=S(=O)(c1cccc2ncccc12)N1CCN(c2nccc(-c3c(-c4cccc(F)c4)nc4sccn34)n2)CC1
→ 99	44	74	96	105	77	72	25
12	CCCCC(CC)COCCCNCC(=O)O (stereo not given)
→ ·	98	109	97	102	·	94	102
13	CC1(C)C=C2[C@H]3CC[C@@H]4[C@@]5(C)C/C(=C/c6ccccn6)C(=O)C(C)(C)[C@@H]5CC[C@@]4(C)[C@]3(C)CC[C@@]2(CO)CC1
→ 86	36	89	61	87	93	19	59
14	COc1ccc(/C=C/C(=O)/C=C(/C=C/c2ccc(OC)c(OC)c2OC)OB(F)F)c(OC)c1OC
→ 16	50	24	37	41	76	-5.8*	37
15	Cc1cc2oc(=O)cc(CP(=O)(O)O)c2cc1O
→ 86	99	94	94	98	102	99	99
16	CCOC(=O)c1nn(C2CCCCO2)c2ccc(NC(=O)/C=C/c3ccccc3)cc12 (stereo not given)
→ 95	63	77	94	98	104	95	90
17	N#Cc1cccc(/C(N)=N/C(N)=N/c2nc3ccccc3s2)c1
→ 59	34	23	91	65	40	46	41
18	CC(=O)Oc1ccccc1C(=O)Nc1ccc(C(=O)/C=C/c2ccc(C)cc2)cc1
→ 102	101	111	117	102	117	69	100
19	COc1cc2c(cc1O)CCN1C[C@@H](CC(C)C)[C@@H](O)C[C@@H]21
→ 100	91	114	100	106	98	98	107
20	Nc1nonc1-c1nc2ccccc2n1Cc1nn[nH]n1
→ 111	107	101	97	106	99	102	101

(listing goes on)
Sequence of screens: MALME-3M	T-47D	HS 578T	UACC-257	SK-MEL-28	SK-MEL-2	LOX IMVI	SK-MEL-5
21	CC(c1cccc(O)c1)N(C)C (stereo not given)
→ 101	86	106	90	111	107	100	99
22	Cc1nn(-c2ccc(F)cc2)c2ncnc(Nc3ccc(NC(=O)Nc4c(Cl)cccc4Cl)cc3)c12
→ 101	81	99	92	109	108	90	94
23	O=C(Nc1ccc(Oc2ccc(Nc3nc4ccccc4s3)cc2)cc1)Nc1ccc(Cl)c(Cl)c1
→ 48	14	62	61	46	51	26	34
24	Cn1c(=O)c2c(ncn2CCn2cc(COc3nc(OCc4cn(CCn5cnc6c5c(=O)n(C)c(=O)n6C)nn4)nc(OCc4cn(CCn5cnc6c5c(=O)n(C)c(=O)n6C)nn4)n3)nn2)n(C)c1=O
→ 93	110	123	85	100	·	·	·
25	Nc1ncc(S(=O)(=O)c2ccc([N+](=O)[O-])cc2)s1
→ ·	109	112	105	107	108	·	103
26	O=C(CSc1nnc(-c2ccc(NC(=O)c3cccnc3)cc2)o1)N[C@@H](Cc1ccc(O)cc1)C(=O)O
→ 102	86	97	100	108	100	104	100
27	N#CCNC(=O)c1ccc(-c2nc3ccc4[nH]ncc4c3c3c2CCCC3)cc1
→ 103	71	77	101	87	90	74	84
28	Cc1ccc2oc(-c3ccc(O)cc3)cc(=O)c2c1
→ 110	90	96	84	117	100	104	95
29	Cc1ccc(C(=O)O)c(N)c1O
→ 112	71	102	·	117	90	98	108
30	Cc1cc2c(c(C)c1Cl)C(=O)/C(=C/c1ccccc1)O2
→ 92	69	91	86	105	99	96	84
31	O=C(N/N=C/c1cc([N+](=O)[O-])ccc1O)c1cccc2ccccc12
→ 54	28	64	24	50	66	9.7*	39
32	O=C1Nc2ccccc2/C1=C\c1c(-c2ccccc2)nc2ccccn12
→ 44	38	70	88	59	53	37	17
33	Oc1ccc2ccccc2c1/C=N/N=C/c1c(O)ccc2ccccc12
→ 79	92	·	101	108	108	90	101
34	Nc1ncnc(N)c1NC(=O)c1cc(Cl)c(OCc2ccccc2)c(Cl)c1
→ 96	99	105	109	110	95	105	98
35	COc1ccc(OC)c(-c2c(C#N)c(-c3ccc(C)cc3)nc3c2c(-c2ccccc2)nn3-c2ccccc2)c1
→ 113	84	108	107	106	101	96	103
36	O=C1c2cc([N+](=O)[O-])ccc2-c2cc(Cl)c(NC(=O)C(F)(F)F)cc21
→ ·	85	·	128	106	97	·	100
37	Cc1cnc(N)nc1OCCNC(=O)c1cccc(-c2ccc(S(=O)(=O)Nc3ccc4c(c3)N(C(=O)C3CC3)CCC4)cc2)c1
→ 120	37	75	84	89	74	89	24
38	CCC(=O)Oc1c(Cl)c(Cl)c(Cl)c(Cl)c1Cl
→ 91	86	131	74	99	96	104	97
39	O=C(Nc1ccc(-n2ccc3c(NC(=O)c4ccccc4)nccc32)cc1)c1cccc(C(F)(F)F)c1
→ 44	58	·	44	48	46	6.3*	17
40	O=c1oc(-c2ccccc2)nc2cc(Cl)ccc12
→ 106	103	112	·	106	99	101	103

Two entries drawn at random from those above:
Sequence of screens: MALME-3M	T-47D	HS 578T	UACC-257	SK-MEL-28	SK-MEL-2	LOX IMVI	SK-MEL-5
35	COc1ccc(OC)c(-c2c(C#N)c(-c3ccc(C)cc3)nc3c2c(-c2ccccc2)nn3-c2ccccc2)c1
→ 113	84	108	107	106	101	96	103
23	O=C(Nc1ccc(Oc2ccc(Nc3nc4ccccc4s3)cc2)cc1)Nc1ccc(Cl)c(Cl)c1
→ 48	14	62	61	46	51	26	34

The listing picks up, starting five compounds before the break.
Sequence of screens: MALME-3M	T-47D	HS 578T	UACC-257	SK-MEL-28	SK-MEL-2	LOX IMVI	SK-MEL-5
36	O=C1c2cc([N+](=O)[O-])ccc2-c2cc(Cl)c(NC(=O)C(F)(F)F)cc21
→ ·	85	·	128	106	97	·	100
37	Cc1cnc(N)nc1OCCNC(=O)c1cccc(-c2ccc(S(=O)(=O)Nc3ccc4c(c3)N(C(=O)C3CC3)CCC4)cc2)c1
→ 120	37	75	84	89	74	89	24
38	CCC(=O)Oc1c(Cl)c(Cl)c(Cl)c(Cl)c1Cl
→ 91	86	131	74	99	96	104	97
39	O=C(Nc1ccc(-n2ccc3c(NC(=O)c4ccccc4)nccc32)cc1)c1cccc(C(F)(F)F)c1
→ 44	58	·	44	48	46	6.3*	17
40	O=c1oc(-c2ccccc2)nc2cc(Cl)ccc12
→ 106	103	112	·	106	99	101	103
41	O=C1C(c2c[nH]c3ccccc23)=C(c2c[nH]c3ncccc23)C(=O)N1O
→ 93	90	94	86	103	100	81	90
42	COc1ccc(NC(=O)CN2CCN(c3nc(-c4ccc(C)cc4)nc4ccccc34)CC2)cc1
→ 100	67	85	98	99	102	93	80
43	CCOC(=O)CCC(NC(=O)c1ccc([N+](=O)[O-])cc1)C(=O)OCC (stereo not given)
→ 143	101	113	117	117	106	96	107
44	C#CCOc1ccc2ncnc(NCc3cccc(NC(=O)C=C)c3)c2c1
→ 121[8.25 µM]	95[8.25 µM]	108[8.25 µM]	103[8.25 µM]	95[8.25 µM]	103[8.25 µM]	98[8.25 µM]	102[8.25 µM]
45	O=C(Nc1ncc(Cc2cc(C(F)(F)F)ccc2Cl)s1)C1COc2ccccc2O1 (stereo not given)
→ 72	57	79	86	80	88	88	84
46	CC1Oc2ccc(C(=O)O)cc2NC1=O (stereo not given)
→ 104	101	94	109	109	110	98	103
47	Nc1nc2c(C(=O)Nc3ccc(Br)cc3)c(Nc3ccc(Cl)cc3)nn2cc1-c1nc2ccccc2s1
→ 103	·	107	126	106	103	98	102
48	O=C(Cn1nnc2ccccc21)N/N=C/c1ccco1
→ 107	85	90	98	105	95	98	102
49	COc1ccc(N=Nc2c(N)nn3c(N)c(C#N)c(-c4ccccc4)nc23)cc1
→ 28	16	-0.6*	71	67	98	55	34
50	O=C(NO)/C(CC(=O)c1cccc(O)c1)=N\O
→ 94	100	98	109	107	104	88	98
51	c1ccc(-c2nc3c4cc(-c5ccccc5)oc4ncn3n2)cc1
→ 94	93	101	99	108	117	102	100
52	COC(=O)c1ccc(-c2ccc(/C=N/NC(=O)c3[nH]c4ccc(Br)cc4c3-c3ccccc3)s2)cc1O
→ 103	87	94	108	106	104	89	104
53	CCn1cc(C(=O)O)c(=O)c2cc(F)c(N3CCN(S(=O)(=O)c4ccc(OC)c(OC)c4)CC3)cc21
→ 94	87	·	106	102	92	86	93
54	Cc1csc[n+]1CC(=O)c1ccccc1
→ 99	93	95	99	116	94	96	102
55	CN1CCN(CCN2N=C3c4ccsc4CCCC3CC2=O)CC1 (stereo not given)
→ 110	98	89	120	109	113	91	104
56	CCCCCCCCCCCCCCCCNC(=O)Nc1cc(Cl)ccc1Cl
→ 89	99	114	106	109	101	100	104
57	NCCCC(C(=O)O)N(C(=O)OCc1ccccc1)C(=O)OCc1ccccc1 (stereo not given)
→ 110	97	111	109	108	94	97	101
58	Cc1ccc(S(=O)(=O)N(C)C)cc1N
→ 100	107	101	100	108	104	97	100
59	CCOC(=O)c1c(-c2ccc(N(C)C)cc2)c(C#N)c(=O)n(-c2cccc(C(F)(F)F)c2)c1N
→ 90	81	104	106	97	104	97	95
60	COc1ccc(NC(=O)Nc2ccc(C(C)C)cc2)cc1
→ 123	97	105	95	126	126	111	100

The listing continues:
Sequence of screens: MALME-3M	T-47D	HS 578T	UACC-257	SK-MEL-28	SK-MEL-2	LOX IMVI	SK-MEL-5
61	COc1ccc(-n2sc(=O)n(Cc3ccc(CNC(=O)C(C)c4ccc(CC(C)C)cc4)cc3)c2=O)cc1 (stereo not given)
→ 99	99	94	97	107	102	98	100
62	N#C/C(=C\c1ccccc1Cl)c1cc2ccccc2[nH]1
→ 93	38	93	94	99	114	92	86
63	O=C(Nc1ccc(Oc2cccc(F)c2)c(Cl)c1)c1cccnc1
→ 47	33	31	56	54	37	53	-24*
64	COc1cccc([N+](=O)[O-])c1
→ 94	94	113	·	101	107	91	97
65	CCN(CC)CCCOCCCNc1cc(OC)cc2cccnc12
→ 104	34	100	83	103	107	90	96
66	CCCCCCCCCCCCCCCCOc1ccccc1NC(=O)CC(C)=O
→ 117	111	118	117	103	92	107	96
67	CN(C(=O)Nc1cccc([N+](=O)[O-])c1)c1ccccc1
→ 100	103	98	106	109	111	97	101
68	CC1=NN(c2nc(-c3c(O)cc(C)oc3=O)cs2)C(=O)/C1=C\c1ccc(C)cc1
→ 103	97	105	111	107	104	91	101
69	CN1C(=O)N(C)C2C1NN=c1s/c(=C\c3ccc(Cl)cc3Cl)c(=O)n12 (stereo not given)
→ 62	72	23	76	59	57	20	·
70	CCOc1ccc(-c2nc3ccccc3s2)cc1OCC
→ 139	54	89	99	83	101	59	64
71	c1ccc(-c2nc(N3CCCNCC3)c3nc(-c4ccccc4)oc3n2)cc1
→ 77	47	84	100	84	102	-96*	56
72	Nc1cc2cc(Br)ccc2c(=O)n1NC(=O)c1ccccc1
→ 96	81	78	105	114	105	93	103
73	O=C(O)Cn1cc(/C=C2\C(=O)N(c3c(Cl)cccc3Cl)C3C=CC=CC23)c2ccccc21 (stereo not given)
→ 154	107	109	110	113	103	99	105
74	Cc1[nH]n(C(N)=S)c(=O)c1N=Nc1ccc(F)c(Cl)c1
→ 110	249	127	124	116	·	110	95
75	CC1=C(CCC(C)N(C)Cc2ccc(OCCCN3CCCC3)cc2)C(C)(C)CCC1 (stereo not given)
→ -89*	-43*	36	-74*	-81*	-55*	-81*	-94*
